Bioassay records: PubChem BioAssay, Broad Institute
miR-122 sensor – blocks miR-122 activity in Huh7 sensor cells; 0.3% of 340,000 active; activation (reporter increase), % at 12.5 µM; Huh7 miR-122 Renilla luciferase sensor, 48 h; neutral wells = 0, positive control = 100;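 active = mean replicate activation score at least 90 and every replicate individually at or above 90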;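 also: higher luciferase means less miR-122 activity so hits act as miR-122 inhibitors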
esBAF inh – blocks esBAF chromatin remodeling in mouse ES cells; AID 602393; Bmi1-luciferase knock-in reporter, 24 h; 100% = twice the neutral-well signal; 2% of 350,000 active; reporter increase, % at 12.5 µM; in the data active = activation above about 40%;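 also: 0% = median of the plate's neutral control wells and 100% = double that signal; a rise in the Bmi1 reporter signal indicates esBAF inhibition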
C2C12 statin – suppressors of simvastatin-induced myotoxicity in C2C12 myotubes | 0.78% of 330,000 active | ATP luminescence, 48 h; scaled: DMSO 0, geranylgeraniol control 100 | rescue of ATP level, % at 7.49 µM | AID 602340;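 active = mean ATP rescue above about 67%, or every replicate alone reaching that limit, limit read from the data, passing the limit was not always enough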;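 also: myotubes were challenged with 10 µM simvastatin during compound exposure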
Cneo AK release – causes C. neoformans cell lysis | 0.2% of 360,000 active | adenylate kinase release luminescence, 4 h; normalised: neutral wells 0, clomiphene wells 100 | AID 651654 | lysis activity, % at 15 µM;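 active = mean lysis activity across replicates of at least 80%, whatever share of replicates individually reach that level; inactive = mean lysis activity below 80%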
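Assay system: Cryptococcus neoformans yeast cells / Dosing: single-point compound dose / Timing: 4 h at 37 °C static, read 1 h later / Measured by: luminescence of released adenylate kinase using an AK detection reagent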
SIRT5 block – blocks human SIRT5 desuccinylation of peptide | Q9NXA8 | Purified SirT5, succinyl-peptide AMC, trypsin-coupled fluorescence | inhibition, % at 15 µM | 1.1% of 330,000 active; in the data active = inhibition above about 15%
Target sequence (Q9NXA8 whole entry, looked up): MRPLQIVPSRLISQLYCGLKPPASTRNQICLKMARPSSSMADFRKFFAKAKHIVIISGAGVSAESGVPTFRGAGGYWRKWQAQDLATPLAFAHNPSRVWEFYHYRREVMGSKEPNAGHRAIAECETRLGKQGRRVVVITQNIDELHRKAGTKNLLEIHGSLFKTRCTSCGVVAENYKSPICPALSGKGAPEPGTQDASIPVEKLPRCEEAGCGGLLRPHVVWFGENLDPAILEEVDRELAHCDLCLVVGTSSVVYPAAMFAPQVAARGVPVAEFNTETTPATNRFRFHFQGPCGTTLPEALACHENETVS
ERp5 inh – blocks human ERp5 reductase activity on insulin; 0.05% of 350,000 active; ERp5 insulin aggregation, absorbance 650 nm, 90 min; inhibition, % at 9.99 µM; AID 651711;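 active = mean replicate inhibition above about 25%, with every replicate also reaching it, limit read from the data, passing the limit was not always enough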
Target sequence (Q15084 whole entry, looked up): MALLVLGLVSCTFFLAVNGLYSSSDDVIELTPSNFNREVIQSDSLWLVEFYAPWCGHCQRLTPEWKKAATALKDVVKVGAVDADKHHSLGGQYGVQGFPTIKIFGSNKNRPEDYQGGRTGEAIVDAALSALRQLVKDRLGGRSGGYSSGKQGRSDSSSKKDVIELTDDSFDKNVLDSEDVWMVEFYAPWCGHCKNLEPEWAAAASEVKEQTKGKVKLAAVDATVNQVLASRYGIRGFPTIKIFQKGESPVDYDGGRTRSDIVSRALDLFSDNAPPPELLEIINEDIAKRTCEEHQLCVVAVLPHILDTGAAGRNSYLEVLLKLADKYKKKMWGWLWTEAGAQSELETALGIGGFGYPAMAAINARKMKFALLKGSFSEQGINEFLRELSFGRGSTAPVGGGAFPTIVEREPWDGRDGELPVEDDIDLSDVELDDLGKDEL
ARNT TACC3 PPI – disrupts binding between human ARNT and TACC3. AlphaScreen His-ARNT PAS-B/GST-TACC3 binding, luminescence; TACC3 fragment carries E629A point mutation. inhibition, % at 9.99 µM. 0.66% of 390,000 active;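 active = mean inhibition of replicates at least 50% and at least half of replicates each reaching 50%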;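 also: 0% = complete ARNT plus TACC3 wells and 100% = ARNT alone without TACC3; many hits fall short of the cut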
* hit, by the source's call; nt = no result given; [ ] = another dose, or the depositor's remark.

Values run as follows: Cneo AK release	SIRT5 block	esBAF inh	miR-122 sensor	ERp5 inh	ARNT TACC3 PPI	C2C12 statin
- COc1ccc(NC(=O)N(C)C[C@@H]2Oc3ncc(C#CC(C)C)cc3C(=O)N([C@H](C)CO)C[C@@H]2C)cc1
→ -1	-1	0	7[16.7 µM]	1	1	-15
- COc1ccc(CNc2nc(-c3cccnc3)nn2C(=O)CC(C)C)cc1
→ nt	-2	nt	nt	2	-5	nt
- Nc1nonc1-c1noc(-c2ccccc2Br)n1
→ 0	nt	25	3	nt	4	-2
- COc1ccccc1-c1cnc(C(O)c2ccc(C(C)(C)C)cc2)[nH]1 (configuration not stated)
→ 4	2	-1	4	3	nt	1
- COc1ccc(NC(=O)N(C)C[C@@H]2Oc3ccc(NS(=O)(=O)c4cccs4)cc3CC(=O)N([C@H](C)CO)C[C@H]2C)cc1
→ 0	nt	-6	-11[16.7 µM]	nt	-18	35
- COc1ccc(/C=N/NC(=O)c2nnn(-c3nonc3N)c2-c2cccs2)c(OC)c1
→ 0	3	-8	0	-1	-3	20
- Cc1cc(C(=O)C(=O)O)c(C)n1-c1ccc(Cl)c(Cl)c1
→ 0	-3	-8	0	5	-14	7
- CCOC(=O)C1(C(=O)OCC)NC(=O)CC1CC(C)C (configuration not stated)
→ nt	1	1	-8	-1	nt	-4
- COc1ccc(CNC(=O)CNC(=O)c2c(C)nn(C)c2Cl)cc1
→ nt	-1	nt	0	2	0	nt
- COCC#Cc1cnc2c(c1)C(=O)N([C@@H](C)CO)C[C@H](C)[C@H](CN(C)S(=O)(=O)c1ccccc1)O2
→ -1	4	2	10[16.7 µM]	0	-3	-2

New compounds follow
Values run as follows: Cneo AK release	SIRT5 block	esBAF inh	miR-122 sensor	ERp5 inh	ARNT TACC3 PPI	C2C12 statin
- CCOc1ccc(S(=O)(=O)N(C)CC(=O)NCc2ccco2)cc1
→ 0	-2	-4	nt	-2	2	14
- O=C(CNC(=O)c1ccc(Cl)cc1Cl)Nc1ccc(F)cc1
→ nt	-1	nt	nt	-2	-1	nt
- CCc1noc(C)c1C(=O)Nc1ccc(S(=O)(=O)N2CCC(C)CC2)cc1
→ 3	-2	9	-10	-3	-2	6
- O=C(COc1ncnc2sccc12)Nc1ccc2c(c1)OCCO2
→ 0	nt	nt	-3	nt	-8	nt
- Cc1cc(C)nc(N/N=C/c2c[nH]c3ccccc23)n1
→ nt	-2	42	2	0	-4	-3
- Cc1ccc(C(=O)NCc2occc2C(=O)O)o1
→ 2	nt	nt	-5	nt	1	nt
- Cn1c(N)cc(=O)[nH]c1=S
→ 0	0	-3	nt	-6	0	2
- O=C(Nc1ccc2c(c1)OCO2)c1ccc(Br)s1
→ -29	nt	12	25	nt	-4	-26
- COC1=CC(=O)C=C(OC)C1=O
→ -6	-2	-9	-57	11	2	-4
- COC(=O)c1ccccc1NC(=O)CNc1cc(OC)c(OC)cc1C
→ nt	-2	nt	nt	-7	29	nt

(further entries)
Values run as follows: Cneo AK release	SIRT5 block	esBAF inh	miR-122 sensor	ERp5 inh	ARNT TACC3 PPI	C2C12 statin
- CCC(C)NC(=O)c1ccc2nc(Cc3ccc(OC)cc3)oc2c1 (configuration not stated)
→ 5	0	12	-3	-2	-7	-6
- CCOc1cccc(C(=O)NC(c2ccccc2)C(C)C)c1 (configuration not stated)
→ 3	-6	3	15	2	-3	8
- Cc1ccc(CN(CC(O)COc2cccc3[nH]cc(C)c23)C(C)(C)C)cc1 (configuration not stated)
→ 3	-7	-9	3	-1	8	8
- Cc1[nH]c2ccc(F)cc2c1CCN(Cc1ccncc1)C(=S)Nc1cccc(F)c1
→ -2	2	-39	1	-3	-10	-3
- O=C(CSc1nnc(CNC(=O)c2ccc(F)cc2)o1)c1ccccc1
→ 0	-5	nt	0	-3	0	nt
- COC(=O)C1=C(C)NC(C)=C(C(=O)OC)C1c1ccccc1OCc1c(C)no[n+]1[O-]
→ -2	nt	-1	-9	nt	-6	8
- CC(C)(C)[S@](=O)N1Cc2cc(C(=O)NC3CCCCC3)nc(-c3cccc(Br)c3)c2[C@@H]1CCO
→ 1	4	0	nt	1	-2	12
- CSCCC1NC(=O)N(CC(=O)Nc2cccc3ccccc23)C1=O (configuration not stated)
→ 4	nt	1	2	nt	-8	28
- CCCC#Cc1cnc2c(c1)C(=O)N([C@H](C)CO)C[C@H](C)[C@@H](CN(C)C(=O)c1ccccc1)O2
→ 1	-2	1	16[16.7 µM]	-3	1	14
- O=S(=O)(c1cccs1)N1CCCCN2[C@H](CO)[C@@H](c3ccc(/C=C/c4ccccc4)cc3)[C@@H]2C1
→ 3	-2	15	-9[16.7 µM]	-2	-3	35

The listing continues.
Values run as follows: Cneo AK release	SIRT5 block	esBAF inh	miR-122 sensor	ERp5 inh	ARNT TACC3 PPI	C2C12 statin
- COCCNC(=O)C1(C)CCCN(C(=O)c2c(-c3ccccc3)noc2C)C1 (configuration not stated)
→ 1	nt	-3	nt	0	nt	15
- CCCc1c(C(=O)N2CCN(c3ccccc3OC)CC2)cnn1-c1ccccc1
→ nt	-1	-10	-2	2	-2	5
- COc1cc(C(=O)Nc2ccncc2)c([N+](=O)[O-])cc1OC
→ nt	-2	nt	nt	-2	-19	nt
- Cc1ccccc1NC(=O)Cc1nnc(SCC(=O)c2ccc(Br)cc2)n1C
→ 0	nt	-6	0	nt	-1	-14
- O=C(Nc1ccc2c(c1)OCCO2)c1cncc(Br)c1
→ -3	nt	4	3	nt	-9	7
- CCc1ccc(CN(C)C(=O)C2CCC(=O)N(CCc3ccc(OC)cc3)C2)nc1 (configuration not stated)
→ 0	0	7	0	4	6	20
- Cc1ccc(S(=O)(=O)/C(C#N)=C/c2c(N3CCOCC3)nc3ccccn3c2=O)cc1
→ -5	nt	3	-4	nt	35	nt
- COc1ccc(NC2=CC(c3ccc(OC)cc3)N(c3ccc(OC)cc3)C2=O)cc1 (configuration not stated)
→ nt	0	nt	nt	-6	-2	nt
- FC(F)(F)C1=CC(c2ccccc2)=NCCN1
→ 1	nt	-6	-1	nt	-3	30
- COCC(=O)Nc1ccc2c(c1)OC[C@@H](C)N(Cc1ccccn1)C[C@H](C)[C@H](OC)CN(C)C2=O
→ -2	1	0	nt	-6	2	-12

Other entries
Values run as follows: Cneo AK release	SIRT5 block	esBAF inh	miR-122 sensor	ERp5 inh	ARNT TACC3 PPI	C2C12 statin
- O=C(C[C@@H]1CC[C@H](NC(=O)C2CCOCC2)[C@@H](CO)O1)Nc1ccc(-c2ccccc2)cc1
→ 44	4	1	nt	-2	2	0
- N#Cc1c2ccc(O)cc2n2ccccc12
→ nt	-2	nt	nt	3	-6	nt
- Cc1ccc(C(=O)OCC(=O)N2CCC(c3ccccc3)=N2)cc1
→ 0	-4	nt	21	2	-1	-1
- CN(C)CC(=O)N[C@@H]1CC[C@@H](CCNC(=O)Nc2ccc(Cl)cc2)O[C@@H]1CO
→ 1	1	3	nt	3	3	1
- CS(=O)(=O)C1=NN2C(=N)/C(=C\c3ccc(OC(=O)c4ccco4)cc3)C(=O)N=C2S1
→ -5	5	5	0	1	1	-1
- O=C(Nc1ccccc1Br)c1ccc(OC(=S)N2CCOCC2)cc1
→ nt	-2	nt	nt	4	-6	nt
- CCCc1cn(CC[C@@H]2CC[C@@H](NC(=O)C3CCCC3)[C@@H](CO)O2)nn1
→ -2	3	-2	-12[16.7 µM]	-2	1	-4
- CCn1c(=N)n(CC(=O)OC)c2ccccc21
→ 0	nt	1	-4	nt	nt	-13
- CC(NC(=O)C1CCCC1)c1ccc(Br)cc1 (configuration not stated)
→ -2	-6	3	2	-3	8	6
- O=C(NCC1CCOCC1)c1ccc(-c2ccc(F)c(F)c2)c2ccoc12
→ 6	nt	7	-3	0	nt	-3

Shown with bars between the fields: part of the list above
structure | Cneo AK release | SIRT5 block | esBAF inh | miR-122 sensor | ERp5 inh | ARNT TACC3 PPI | C2C12 statin
COCC(=O)Nc1ccc2c(c1)OC[C@@H](C)N(Cc1ccccn1)C[C@H](C)[C@H](OC)CN(C)C2=O | -2 | 1 | 0 | nt | -6 | 2 | -12
O=C(C[C@@H]1CC[C@H](NC(=O)C2CCOCC2)[C@@H](CO)O1)Nc1ccc(-c2ccccc2)cc1 | 44 | 4 | 1 | nt | -2 | 2 | 0
N#Cc1c2ccc(O)cc2n2ccccc12 | nt | -2 | nt | nt | 3 | -6 | nt
Cc1ccc(C(=O)OCC(=O)N2CCC(c3ccccc3)=N2)cc1 | 0 | -4 | nt | 21 | 2 | -1 | -1
CN(C)CC(=O)N[C@@H]1CC[C@@H](CCNC(=O)Nc2ccc(Cl)cc2)O[C@@H]1CO | 1 | 1 | 3 | nt | 3 | 3 | 1
CS(=O)(=O)C1=NN2C(=N)/C(=C\c3ccc(OC(=O)c4ccco4)cc3)C(=O)N=C2S1 | -5 | 5 | 5 | 0 | 1 | 1 | -1
O=C(Nc1ccccc1Br)c1ccc(OC(=S)N2CCOCC2)cc1 | nt | -2 | nt | nt | 4 | -6 | nt
CCCc1cn(CC[C@@H]2CC[C@@H](NC(=O)C3CCCC3)[C@@H](CO)O2)nn1 | -2 | 3 | -2 | -12[16.7 µM] | -2 | 1 | -4
CCn1c(=N)n(CC(=O)OC)c2ccccc21 | 0 | nt | 1 | -4 | nt | nt | -13
CC(NC(=O)C1CCCC1)c1ccc(Br)cc1 (configuration not stated) | -2 | -6 | 3 | 2 | -3 | 8 | 6
O=C(NCC1CCOCC1)c1ccc(-c2ccc(F)c(F)c2)c2ccoc12 | 6 | nt | 7 | -3 | 0 | nt | -3

Continued:
Values run as follows: Cneo AK release	SIRT5 block	esBAF inh	miR-122 sensor	ERp5 inh	ARNT TACC3 PPI	C2C12 statin
- COCCC1CCCCN1C(=O)c1cc(COc2cccc(C(C)=O)c2)on1 (configuration not stated)
→ -4	-1	65*	-6	2	6	-9
- CCCCn1c(N)c(N(CCOC)C(=O)c2ccc(NC3CC3)c([N+](=O)[O-])c2)c(=O)[nH]c1=O
→ nt	2	1	-3	4	20	-4
- C[C@@H]1CN([C@@H](C)CO)C(=O)Cc2cc(NC(=O)Nc3ccc(C(F)(F)F)cc3)ccc2O[C@H]1CN(C)Cc1ccc(Oc2ccccc2)cc1
→ 3	nt	-5	-35[16.7 µM]	nt	-4	7
- CCn1nc(C)c(CN2CCN(Cc3ccsc3)C(CCO)C2)c1C (configuration not stated)
→ nt	0	nt	nt	-2	-3	nt
- CC(C)CN(C(=O)c1cccc(S(=O)(=O)N2CCN(c3ccc(F)cc3)CC2)c1)C1CCS(=O)(=O)C1 (configuration not stated)
→ nt	-1	3	nt	-2	8	3
- C[C@@H]1CN([C@H](C)CO)C(=O)Cc2cc(NC(=O)Nc3ccc(F)cc3)ccc2O[C@H]1CN(C)CC1CC1
→ -7	0	-1	0[16.7 µM]	-3	-5	30
- C[C@H](NC(=O)CCn1nnc2ccccc2c1=O)C(=O)O
→ nt	2	nt	nt	4	-2	nt
- CC(=O)Nc1ccc(S(=O)(=O)Nc2nnc(C3CCCCC3)s2)cc1
→ 0	-9	-3	-2	15	-1	11
- CCNC(=O)Nc1ccc2c(c1)C(=O)N(C)[C@@H]1CC[C@@H](CC(=O)NCc3cccc(F)c3)O[C@@H]1CO2
→ -1	nt	3	-4[16.7 µM]	nt	-40	30
- C[C@H]1CN([C@@H](C)CO)C(=O)Cc2cc(NC(=O)Nc3ccc(F)cc3)ccc2O[C@H]1CN(C)C(=O)Nc1ccc(C(F)(F)F)cc1
→ 4	nt	-7	8[16.7 µM]	nt	29	-31
- O=C1c2ccccc2C(=O)N1CCCCc1cn(C[C@H]2CC[C@H](Cn3cc(CCCCN4C(=O)c5ccccc5C4=O)nn3)O2)nn1
→ 1	2	9	5	-1	-4	-11
